# Myeloid diff MLP: induction of myeloid progenitor differentiation, primary screen, cell-based, flow cytometry, MLPCN library | AID 624256, 2012 | calls only at 10 µM | ER-HoxA9 myeloid progenitors, lysozyme-GFP differentiation | 360,000 compounds, 1% hits;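 active = normalized GFP-positive differentiation at or above the plate's own cutoff, the solvent-only control mean plus 3 SD; inconclusive = no clear call, values can overlap the other calls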;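 note: cells exposed to compound for four days before flow analysis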
# Lipid droplet: inhibitors of hepatocyte lipid droplet formation, primary screen, imaging, high-throughput imaging, BODIPY stain; 240,000 compounds, 0.4% hits; AID 1656, 2009; inhibition, % at 6.5 µM; AML12 mouse hepatocytes, oleate lipid droplets;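 active = lipid droplet intensity inhibited by at least 50%, with more than 500 cells counted; inconclusive = wells with under 300 cells, treated as cytotoxic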
#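 Test system: AML12 mouse liver cells; schedule: overnight exposure; technique: high-content imaging of BODIPY-stained droplets and DAPI nuclei; read-out: % inhibition of corrected integrated BODIPY droplet signal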
# WT yeast gro inh: growth inhibition of WT strain, primary screen, mitochondrial fusion inhibitor project, WT and mutant strains, chemical genetic. inhibition, % at 10 µM. mitochondrial fusion phenotypic screen. AID 1362, 2008. 190,000 compounds, 2.1% hits; in the data active = inhibition above about 58%; tested in S. cerevisiae
# West Nile virus CPE: West Nile virus antiviral activity, cell-based, CPE readout (AID 1621); West Nile virus-infected cells, CPE inhibition; higher % means a stronger effect; one-dose CPE inhibition, % at 10 µM; IC50 in µM for titrated hits; 290,000 compounds, 0.02% hits; in the data active = a potency from the dose series; inconclusive = CPE inhibition mostly from about 3.7% at the one dose, without a potency; inactive = the rest, 99 in 100 with CPE inhibition below about 2.2%; note: strong numbers were not always called active
# b-catenin transl: modulators of beta-catenin nuclear translocation, primary screen, imaging, HeLa cells, immunofluorescence, high-content; nuclear translocation activity, % at 5 µM; 190,000 compounds, 0.3% hits; AID 1665, 2009;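 active = nuclear translocation activity above 50% at 5 µM, with a well cell count of 50 or more; inconclusive = wells under 50 cells across six images, flagged as toxic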;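 note: per-cell ratio of nuclear to cytoplasmic median beta-catenin stain intensity; plate controls were DMSO negative control for no effect and GSK-3 inhibitor IX positive control for full effect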
#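 Test system: human HeLa cell line; Doses: 5 µM primary, 0.02–20 µM confirmation; Incubation: 24 h compound exposure, 37°C; Detection: beta-catenin immunofluorescence imaging with DAPI; Read-out: beta-catenin nuclear/cytoplasmic ratio, % activation.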
# Autophagy mod: autophagy modulators in MEF cells, primary screen, imaging, high-content, MEF GFP-LC3; MEF GFP-LC3 puncta imaging; test concentration mostly 10 µM; calls only at 10 µM (by protocol); 190,000 compounds, 0.98% hits;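 active = percentage of spot-positive cells more than 3 SD above its plate mean, without a fluorescence outlier flag or 80% toxicity; inconclusive = no clear call, values can overlap the other calls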;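 note: spot-positive cell cutoff set from DMSO-treated cells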
# MT stabilizer: microtubule stabilizers in HeLa cells, primary screen, imaging, high-content imaging; HeLa tubulin immunostaining HCS, 24 h; share of cells brighter than vehicle mean+2SD; % tubulin-high responders, % at 10 µM; 200,000 compounds, 0.83% hits;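 active = plate Z-score above 3 for both tubulin-high and condensed-nucleus cell shares, with cell loss under 80%, at 10 µM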;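 note: anti alpha tubulin signal scored within the nucleus-defined area of each cell; some results filed as inactive read as strong as hits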
# T cell modulator: modulators of CD8 T cell-vesicle binding, primary screen, mouse 2C CD8+ T cells, flow cytometry; calls only at 7 µM; AID 2052, 2009; 330,000 compounds, 0.068% hits; 2C CD8+ T cell-vesicle binding; hits give low values;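 active = response, share of CD8 T cells binding vesicles, and their 90th percentile fluorescence all below set limits, cut at about 80% in these data, passing the limit was not always enough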
#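 Read-out – percent CD8+ FL2 mean versus row control · System – murine 2C transgenic CD8+ T lymphocytes · Times – 1.5 h cell–vesicle binding at 37 °C, then 20 min icy labelling · Control set – naked vesicles low, QL9 vesicles with vehicle high · Detection – cytometric PE anti-B7-1 and Alexa647 anti-CD8 signals after 1% paraformaldehyde fixation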
# Ins promoter up: insulin promoter activators in MIN6 cells, imaging, high-content screening, mouse beta cells. MIN6 insulin promoter-GFP reporter; hits give high values. z-score at 5 µM. 190,000 compounds, 0.3% hits. AID 1625, 2009;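 active = z-score above 3 at 5 µM with at least 500 cells counted in the well; inconclusive = wells under 500 cells, flagged as cytotoxic or low count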
# WT yeast gro inh mutant strain: second read-out of WT yeast gro inh, no call of its own (marks repeat the call); inhibition, %; mitochondrial fusion phenotypic screen, mutant strain inhibition
# Ins promoter up cell count: also measured in Ins promoter up; calls as there; cell count; measured here: cytotoxicity, nuclei count;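 total cells summed across four imaged fields per well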
# Lipid droplet cells 6.5 µM: also measured in Lipid droplet; calls as there; cell count; measured here: cell count, cytotoxicity flag;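 cells counted across two imaged fields per well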
# b-catenin transl cell count 5 µM: further read-out of b-catenin transl, marked with its call; cell count; measured here: cell count, cytotoxicity flag
# T cell modulator vesicle-bound %: also measured in T cell modulator; calls as there; double positive events, %; measured here: CD8+ vesicle-bound cell fraction;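 binding gate set so that unloaded-vesicle control wells show 10% double positive cells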
# MT stabilizer Hoechst-high %: further read-out of MT stabilizer, marked with its call; % Hoechst-high responders; measured here: nuclear condensation Hoechst responders;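 share of cells brighter than vehicle mean plus two SD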
# MT stabilizer cytotoxicity %: second read-out of MT stabilizer, no call of its own (marks repeat the call); toxicity, %; measured here: cytotoxicity by cell density;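 0% = mean cell density of plate MIN control wells and 100% = no cells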
# Autophagy mod cell loss 18 h: recorded beside Autophagy mod, whose call it bears; toxicity, %; measured here: cell loss, nuclei count;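 cell loss after 18 h compound exposure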
# Myeloid diff MLP GFP+ MAC1+ %: further read-out of Myeloid diff MLP, marked with its call; GFP+ MAC1+ double positive, %; measured here: differentiation confirmed by MAC1 staining
# * marks the source's active call; other numbers are inactive results; i = inactive; ? = inconclusive; nt = not tested or not shown; + = active, no number.
SMILES,Myeloid diff MLP,Myeloid diff MLP GFP+ MAC1+ %,Lipid droplet,Lipid droplet cells 6.5 µM,WT yeast gro inh,WT yeast gro inh mutant strain,West Nile virus CPE,b-catenin transl,b-catenin transl cell count 5 µM,Autophagy mod,Autophagy mod cell loss 18 h,MT stabilizer,MT stabilizer Hoechst-high %,MT stabilizer cytotoxicity %,T cell modulator,T cell modulator vesicle-bound %,Ins promoter up,Ins promoter up cell count
COc1ccc(CN(C)CCc2ccccn2)cc1OC,i,0.5,15.4,718,-14.4,-3.9,-0.1%,-1.7,1165,i,-7.2,1.2,1.2,0.5,i,47.9,-0.39,1181
CC(Sc1ccc2ccccc2c1)C(=O)NC(N)=O (stereo unspecified),i,0.7,3.2,757,-10.7,-9.9,0.4%,-1.1,1154,i,14.5,3.0,2.3,6.9,i,20.7,0.01,1194
Cn1c(SCC(=O)NC(=O)c2cccc([N+](=O)[O-])c2)nnc1-c1ccc(F)cc1,i,0.5,11.1,789,5.9,-2.3,-0.7%,-0.6,485,i,2.7,3.0,1.5,3.2,i,36.4,-0.34,1253
Oc1cccc2ccc(/C=C/c3cccs3)nc12,i,2.6,2.4,713,52.0,50.9,1.4%,nt,nt,+,26.1*,5.2,1.5,3.4,i,32.5,-0.62,882
COc1cc(OC)cc(C(=O)NCc2ccc(-n3cccc3)cc2)c1,i,0.2,30.3,689,18.5,8.8,-0.8%,1.3,1037,i,10.1,4.9,1.1,0.0,i,63.8,0.32,1203
CC1CCCN(C(=O)CSCC(=O)N=c2sc3ccccc3n2C)C1 (stereo unspecified),i,1.6,14.4,797,14.8,23.9,-0.3%,-15.8,1349,i,11.5,1.1,1.7,11.1,i,46.0,nt,nt
CSc1ccc(/C=N/NC(=O)c2ccccc2Cl)cc1,i,0.3,-27.3,642,-7.6,3.7,1.1%,3.2,936,i,-0.2,15.3*,46.5*,23.7*,i,43.2,0.02,1608
O=C(Nc1ccccc1)c1cc(S(=O)(=O)NCc2ccncc2)ccc1Cl,i,0.5,-21.7,494,nt,nt,-1.4%,nt,nt,nt,nt,nt,nt,nt,i,62.5,nt,nt
O=[N+]([O-])c1cccc(S(=O)(=O)N2CCN(c3ccccn3)CC2)c1,i,0.5,0.1,843,nt,nt,-1.1%,nt,nt,nt,nt,nt,nt,nt,i,56.9,nt,nt
CSc1nc(Oc2ccccc2)c2sccc2n1,i,1.4,-8.4,534,13.2,4.3,0.6%,-1.6,1073,i,-4.8,0.8,1.6,10.7,i,48.5,0.48,1834
Cc1noc(C)c1COc1ccc(C(=O)OCC(=O)Nc2cccc(S(=O)(=O)N3CCOCC3)c2)cc1,i,0.3,-1.7,580,-6.4,-5.8,1.2%,-0.5,1024,i,3.2,4.3,2.6,9.7,i,52.9,nt,nt
CCOC(=O)/C=c1\s/c(=C\c2ccc3c(c2)OCCO3)c(=O)n1CC(=O)NCC1CCCO1 (stereo unspecified),i,0.9,nt,nt,-16.3,-3.0,2.2%,-6.6,961,i,-7.1,1.6,1.8,7.6,i,30.3,-0.44,884
O=C1N=c2ccc(Br)cc2=C1c1sc(=S)n(NS(=O)(=O)c2ccccc2)c1O,i,0.3,-12.2,689,-1.9,13.7,0.3%,-2.3,1075,i,-4.2,3.4,1.9,6.1,i,48.2,0.02,1186
COC(=O)c1ccc(Sc2ccc(C)cc2)c(N)c1,i,1.0,nt,nt,-7.1,5.9,1.5%,-2.8,724,i,-28.1,4.4,4.4,8.7,i,49.8,-0.19,1139
COC(=O)C(NC(=O)c1ccco1)(Nc1nc(C)cs1)C(F)(F)F (stereo unspecified),i,0.6,nt,nt,9.2,3.6,0.3%,-2.2,1207,i,3.6,5.2,2.2,7.0,i,1.6,0.14,1366
COc1ccc(S(=O)(=O)CCC(=O)N(C)c2ccc(OC)cc2OC)cc1,i,9.2,-26.1,716,-1.4,-5.2,-0.7%,0.3,1014,i,13.6,1.5,1.2,7.5,i,34.6,0.12,1238
COc1cccc(C2C3=C(CC(C)(C)CC3=O)Nc3n[nH]c(C)c32)c1 (stereo unspecified),i,0.2,-3.5,685,-15.2,6.0,0.9%,1.6,1063,i,-1.2,8.6,1.0,1.1,i,40.8,-1.23,1143
COc1ccccc1C1C=C(c2ccc(C)cc2)Nc2nnnn21 (stereo unspecified),i,1.5,nt,nt,31.2,8.5,nt,nt,nt,i,19.3,11.6,2.5,13.1,i,41.9,nt,nt
CCOc1ccc(N(CC(=O)NCCSCc2ccco2)S(=O)(=O)c2ccc(F)cc2)cc1,i,1.0,-1.6,680,nt,nt,-0.6%,nt,nt,nt,nt,nt,nt,nt,i,8.4,nt,nt
O=[N+]([O-])c1cc(S(=O)(=O)Nc2cccc(Cl)c2)ccc1N=Nc1c(O)[nH]c2ccccc12,i,0.1,nt,nt,6.6,10.5,0.1%,0.2,1553,i,-23.2,2.4,0.9,1.9,i,57.2,-2.49,1233
Cc1cccc(NC(=S)NCc2ccco2)c1C,i,0.6,19.2,676,7.9,2.2,-0.8%,0.4,1018,i,4.0,2.1,2.2,0.1,i,45.4,0.79,1297
CCc1cc(C(=O)COc2ccc(F)cc2)c(O)cc1O,i,0.6,-4.8,751,25.2,18.7,0.6%,-3.1,1007,i,-24.9,6.2,2.3,3.5,i,9.6,-0.38,1462
Cc1ccc(SC2CC(=O)N(c3ccc4c(c3)OCCO4)C2=O)cc1 (stereo unspecified),i,0.1,-0.2,644,9.4,19.5,0.9%,-5.4,1139,i,9.0,1.8,1.5,9.1,i,39.4,0.45,1384
COc1ccccc1NC(=O)/C(C#N)=C/C=C/c1ccco1,?,nt,-3.1,560,-5.2,-8.5,1.5%,61.3*,323*,+,20.6*,41.3*,41.5*,41.6*,i,59.4,nt,nt
CCOC(=O)CCc1c(C)c2ccc(OCC(=O)N(CC)CC)c(C)c2oc1=O,i,5.7,7.2,709,-1.9,-3.8,-0.3%,nt,nt,i,-0.5,1.9,2.5,4.3,i,36.3,0.17,1238
# Carrying on.
SMILES,Myeloid diff MLP,Myeloid diff MLP GFP+ MAC1+ %,Lipid droplet,Lipid droplet cells 6.5 µM,WT yeast gro inh,WT yeast gro inh mutant strain,West Nile virus CPE,b-catenin transl,b-catenin transl cell count 5 µM,Autophagy mod,Autophagy mod cell loss 18 h,MT stabilizer,MT stabilizer Hoechst-high %,MT stabilizer cytotoxicity %,T cell modulator,T cell modulator vesicle-bound %,Ins promoter up,Ins promoter up cell count
CC(C)c1cc(C(C)C)n2nc(N)nc2n1,i,0.4,5.4,844,nt,nt,0.2%,-1.0,1333,nt,nt,nt,nt,nt,i,63.7,nt,nt
COCc1cc(C)nc2sc(C(=O)Nc3ccccc3OC)c(N)c12,i,0.5,-3.0,823,nt,nt,-0.3%,nt,nt,nt,nt,nt,nt,nt,i,60.8,nt,nt
Cc1ccc(NS(=O)(=O)c2cccc(C(=O)NCC(c3cccs3)N(C)C)c2)cc1 (stereo unspecified),i,0.4,-12.4,649,-7.6,9.4,-1.5%,-2.2,1060,i,1.8,2.8,1.9,5.6,i,2.3,-0.25,1402
Cc1cccc(NC(=O)c2cc3c(s2)-c2c(C)cccc2OC3)n1,i,0.7,0.7,664,nt,nt,0.2%,0.1,1311,nt,nt,nt,nt,nt,i,31.6,0.11,948
Cc1csc(NC(=O)C2C3C=CC(O3)C2C(=O)O)n1 (stereo unspecified),i,0.8,14.6,744,-0.4,-15.3,-0.1%,nt,nt,i,4.2,4.5,2.8,4.3,i,21.0,-0.21,1121
Fc1ccc2[nH]c3c(NCc4ccccc4)ncnc3c2c1,i,0.4,-15.1,783,nt,nt,-0.3%,nt,nt,nt,nt,nt,nt,nt,i,20.6,nt,nt
Cc1ccc(CNC(=O)c2cc(=O)c3cc(C)ccc3o2)cc1,i,0.9,-22.1,387,nt,nt,0.3%,nt,nt,nt,nt,nt,nt,nt,i,62.1,nt,nt
O=C(c1ccccc1Cl)N1CCn2c1nc1ccccc12,i,0.4,-1.2,727,1.9,-8.9,-0.2%,-1.0,951,i,24.4,1.7,1.7,5.4,i,54.9,0.52,1647
CC(=O)c1cccc(NC(=O)N2CCCC2C(=O)Nc2c(C)cccc2C)c1 (stereo unspecified),i,2.0,nt,nt,6.2,-17.5,0.2%,0.5,782,i,29.6,4.3,2.6,14.3,i,53.8,-0.43,1114
COc1ccccc1N1CCN(CC(O)COc2c(OC)cccc2OC)CC1 (stereo unspecified),i,0.6,nt,nt,-10.0,6.1,-0.4%,-0.3,1429,i,6.0,7.8,4.1,4.3,i,34.6,-0.22,971
Cc1cc(C)cc(NC(=O)CSc2ncc(S(=O)(=O)c3ccccc3)c(=O)[nH]2)c1,nt,nt,20.6,649,-1.9,5.5,0.2%,-6.2,547,i,-4.8,2.0,4.2,8.4,i,6.3,-0.03,1306
